Source: PubChem (National Center for Advancing Translational Sciences (NCATS))
S3 lipid droplet = qHTS Assay for Lipid Storage Modulators in Drosophila S3 Cells. Drosophila S3 cells, BODIPY lipid droplet fluorescence, 18-24 h; cells fed with added oleic acid. lipid storage change, negative = inhibition, % at the top dose, mostly 46.1 µM; hits show Potency in µM. hit rate 0.64% among 320,000; active means well fitted inhibition curve with a large enough effect in the signal ratio, with a control signal flat, not every such curve was filed as active; inconclusive means small, poorly fitted or top-dose-only effect, or effect the other way, or a change in a side signal; the % refers to the signal ratio
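Drosophila S3 cells got compounds at several concentrations plus oleic acid (400 uM solution). Laser-scanning cytometry with 488 nm excitation read lipid droplets at 500-530 nm and cells at 575-640 nm. Percent activity was relative to 20 uM Triacsin C.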
S3 lipid droplet cell count max = second read-out of S3 lipid droplet, no call of its own (marks repeat the call); cell number change, %; measured here: cell count max response;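 cells counted by Cell Tracker Red CMTPX staining in the red channel; peak over a dose series mostly up to 46.1 µM; percent activity relative to internal control wells on each plate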
* = called active by the depositor; i = inactive; ? = inconclusive; nt = no result given. On the % scale 0 is the no-effect control and ±100 the full control effect; potency means the concentration at half of the fitted maximal effect. A portion of the library; rates above refer to the full screens.

Structure	S3 lipid droplet cell count max	S3 lipid droplet
CCCc1nc2oc3c(=O)[nH]cnc3c2c2c1CCCC2	-1	19%
O=C(Nc1ccc2c(c1)CCC2)C1CCCN(c2ncccn2)C1 (stereo unspecified)	nt	?
O=C(CCS(=O)(=O)c1ccccc1)Nc1ccc2c(c1)OCO2	-6	-3%
CC(C)C(C(=O)NC(C)(C)C)N1C(=O)c2ccccc2C1=O (stereo unspecified)	nt	?
COc1ccccc1C(=O)OCc1c(F)cccc1Cl	0	14%
Cc1ccc(Cn2nc(C)c(NC(=O)c3noc4c3CCCCC4)c2C)cc1	nt	?
Cc1cc(-n2cnnn2)cc(C)c1S(=O)(=O)N(C)c1ccccc1	1.6*	10µM*
Cc1ccc(CC2C(=O)N(CC(=O)O)C(=O)C2C)cc1 (stereo unspecified)	nt	?

Structure	S3 lipid droplet cell count max	S3 lipid droplet
COc1cc2c(cc1OC)C(C(=O)N1CCCCC1)C(c1ccccc1F)N(C)C2=O (stereo unspecified)	-4	12%
CCN(CC)c1ccc(CN(C(=O)c2ccco2)C2CCS(=O)(=O)C2)cc1 (stereo unspecified)	nt	?
CC(OC(=O)c1ccccc1O)C(=O)Nc1ccc(Cl)cn1 (stereo unspecified)	nt	?
CCOC(=O)C1CCN(C(=O)COc2cc(C)c(Br)cc2C)CC1	0	8%
CC1CCC(C(C)C)C(OC(=O)Cn2c(-c3ccc(Br)cc3)[n+](C)c3ccccc32)C1 (stereo unspecified)	nt	?
CCCCN(CCCC)c1ncnc2nc[nH]c12	nt	?
CC(C)Nc1nc(NC(C)C)nc(Oc2ccc(OCc3ccccc3)nn2)n1	nt	?
CCC(C)NC(=O)c1ccccc1NC(=O)C(C)N(c1ccccc1)S(C)(=O)=O (stereo unspecified)	nt	i

Structure	S3 lipid droplet cell count max	S3 lipid droplet
CCOC(=O)COc1cc(-n2c(=S)[nH]c3ccccc3c2=O)c(Cl)cc1Cl	nt	?
Cc1nc2cc(N3CCCCC3)c(NC(=O)c3ccncc3)cc2c(=O)n1Cc1ccccc1	nt	?
Cn1c(N2CCN(C(=O)Nc3ccc(F)cc3)CC2)nc2ccccc21	17	-4%
CCOc1cc(C(C(=O)NCC2CCCO2)N(C(=O)Cn2nnc3ccccc32)c2ccccc2C)ccc1O (stereo unspecified)	nt	?
COc1ncccc1-c1nnn(-c2ccc(F)cc2)n1	nt	-14%
O=S(=O)(Cc1ccccc1Cl)NCCc1ccc(F)cc1	nt	?
CC(=O)Nc1ccc(S(=O)(=O)N2CCN(S(=O)(=O)c3ccc(F)c(F)c3F)CC2)cc1	nt	?
Cc1ccc(N(C)C(=O)c2cc(S(=O)(=O)N3CCCCC3)c[nH]2)cc1	nt	?

Structure	S3 lipid droplet cell count max	S3 lipid droplet
COc1ccc(C(c2sc3nc(C)nn3c2O)N2CCc3ccccc3C2)cc1 (stereo unspecified)	nt	i
CCOC(=O)N1CCN(C(=O)COC(=O)C2CCN(S(=O)(=O)c3c(Cl)cccc3Cl)CC2)CC1	nt	?
O=C(CCn1nnc(-c2cccs2)n1)N1CCc2ccccc2C1	0	i
CCN(Cc1ccccc1)C(=O)CCNS(=O)(=O)c1ccc2c(c1)CC(C)N2C(C)=O (stereo unspecified)	nt	?
Cc1cccc(C)c1NC(=O)CN(C)C(=O)c1ccccc1Sc1ccccc1C#N	10	i
O=C(NNc1ccccc1C(F)(F)F)c1sccc1Br	nt	5%
O=C(Cn1nnnc1CN1CCOCC1)N1CCC(c2cccc(Cl)c2)C1 (stereo unspecified)	-10	7%
CC(C)(C)NC(=O)c1ccc2c(c1)C1C3CCC(C3)C1C(c1ccccc1)N2 (stereo unspecified)	nt	?

Structure	S3 lipid droplet cell count max	S3 lipid droplet
COc1ccc(/C=C/C(=O)N2CC(C)OC(C)C2)cc1OC (stereo unspecified)	-1	12%
CN(C)CCOC(=O)CCCCCCCCC(=O)OCCN(C)C	nt	?
Cc1[nH]c2ccc(C(=O)OC(C)C(=O)N(C)c3ccccc3)cc2c1C (stereo unspecified)	-3	-22%
COc1ccc(NC(=S)NN2CCN(C)CC2)cc1	-12	11%
C=CCn1c(SCc2c(C)noc2C)nc2cc(C(=O)O)ccc2c1=O	nt	?
CCOC(=O)c1c(C)[nH]c(C)c1S(=O)(=O)NCc1cc(C)ccc1C	nt	?
Cc1cc(C)n(-c2ccc(NC(=O)C3CCCCN3C(=O)c3ccoc3)cc2)n1 (stereo unspecified)	3	i
O=C(CN1C(=O)C2C3C=CC(C3)C2C1=O)OCC(=O)c1ccc(Br)cc1 (stereo unspecified)	nt	?

Structure	S3 lipid droplet cell count max	S3 lipid droplet
COc1ccc(N(Cc2cc3cccc(C)c3[nH]c2=O)S(=O)(=O)c2ccc(Cl)cc2)cc1	15	-8%
O=C(Cc1cccs1)Nc1ccccc1C(=O)O	nt	?
O=C(c1ccc(Cn2cc([N+](=O)[O-])cn2)o1)N1N=C(C(F)F)CC1(O)C(F)F (stereo unspecified)	nt	?
O=S(=O)(Nc1ccc(OC(F)(F)F)cc1)c1cccc2nonc12	17	11%
CCOc1ccc(Oc2ccc(NC(=O)CSc3nncn3C)cc2)cc1	nt	?
COc1ccc(C(=O)NCCCN2CCCC2=O)cc1	nt	?
CC(C)(C)N1CC2(c3ccccc3)CN(C(C)(C)C)CC(c3ccccc3)(C1)C2=O	nt	?
CC(C)(C)c1ccc(C(=O)CCCSC2=C(C#N)C(c3ccco3)C3=C(CCCC3=O)N2)cc1 (stereo unspecified)	nt	?

Structure	S3 lipid droplet cell count max	S3 lipid droplet
O=C(c1cccc(COc2cccc3ccccc23)c1)N1CCCC1	-5	1%
COc1ccccc1N1CCN(C(=O)c2cc3n(n2)C(C(F)(F)F)CC(c2ccco2)N3)CC1 (stereo unspecified)	nt	?
O=C(NCCSc1c[nH]c2ccccc12)C1CC1	25	i
CC(=O)Nc1nc(SCc2ccc(Cl)cc2Cl)n[nH]1	-18	7%
COc1ccc(S(=O)(=O)NC(C)C(=O)N2CCCCCC2)cc1 (stereo unspecified)	15	0%
CC(=O)Nc1cc(C(=O)N2CCCC2)ccc1S(=O)(=O)c1ccc(Cl)cc1	3	7%
O=C(O)Cn1nc(-c2ccc(Cl)cc2)ccc1=O	11	5%
CCSc1nc(N)c2c3c(sc2n1)CN(C)CC3	nt	i

Structure	S3 lipid droplet cell count max	S3 lipid droplet
CCc1nnc(NC(=O)CSc2nnc(COc3cccc(C)c3)o2)s1	nt	?
CN(CCO)c1cc(N2CCN(C(=O)c3ccco3)CC2)c2nonc2c1[N+](=O)[O-]	-7	10%
COc1ccc(OCc2cc(C(=O)N(C)Cc3nccn3C)no2)c2ccccc12	nt	i
O=C(COc1ccccc1)Nc1ccc(N2CCN(C(=O)c3ccco3)CC2)cc1	11	1%
CC(=O)N1N=C(c2ccc(Br)cc2)CC1c1cn(C)c2ccccc12 (stereo unspecified)	nt	?
CN(C)CCNc1ccc(-c2nn(C)c(=O)c3ccccc23)cc1[N+](=O)[O-]	9	-6%
CC(=O)OCc1nc2sc3c(c2c(=O)[nH]1)CCCC3	10	4%
CCOc1ccc2c(c1)c(C(C)=O)c(C)n2-c1ccccc1	nt	?

Given with the structure last: 6 of the compounds above
| S3 lipid droplet cell count max | S3 lipid droplet | mol |
| --- | --- | --- |
| nt | i | COc1ccc(OCc2cc(C(=O)N(C)Cc3nccn3C)no2)c2ccccc12 |
| 11 | 1% | O=C(COc1ccccc1)Nc1ccc(N2CCN(C(=O)c3ccco3)CC2)cc1 |
| nt | ? | CC(=O)N1N=C(c2ccc(Br)cc2)CC1c1cn(C)c2ccccc12 (stereo unspecified) |
| 9 | -6% | CN(C)CCNc1ccc(-c2nn(C)c(=O)c3ccccc23)cc1[N+](=O)[O-] |
| 10 | 4% | CC(=O)OCc1nc2sc3c(c2c(=O)[nH]1)CCCC3 |
| nt | ? | CCOc1ccc2c(c1)c(C(C)=O)c(C)n2-c1ccccc1 |

The listing continues:
Structure	S3 lipid droplet cell count max	S3 lipid droplet
CC(=O)Nc1ccc(NC(=O)C(C)OC(=O)C2CC(=O)N(CCc3ccccc3)C2)cc1 (stereo unspecified)	nt	?
CCCC(=O)NC(c1ccc(N(C)C)cc1)c1c(O)ccc2ccccc12 (stereo unspecified)	10	16%
O=C(O)/C=C/C(=O)Nc1c(F)cccc1F	24	-6%
N=c1n(CC(=O)O)c2ccccc2n1Cc1ccccc1Cl	nt	?
Cc1ccc(C(=O)Nc2ncc(Cc3ccc(SC(F)F)cc3)s2)cc1	nt	-22%
CCn1c(SCC(=O)NCc2ccc(F)cc2)nc2c(c1=O)SC(C)C2 (stereo unspecified)	2	3%
O=C(CSc1nc(=O)n2ccccc2n1)NCc1ccccc1Cl	nt	?
O=C(CN1C(=O)CSc2ncccc21)N1CCOCC1	nt	?

Rewritten field by field: entries from further up.
> CC(C)(C)NC(=O)c1ccc2c(c1)C1C3CCC(C3)C1C(c1ccccc1)N2 (stereo unspecified)
- S3 lipid droplet cell count max: nt
- S3 lipid droplet: ?
> COc1ccc(/C=C/C(=O)N2CC(C)OC(C)C2)cc1OC (stereo unspecified)
- S3 lipid droplet cell count max: -1
- S3 lipid droplet: 12%

Following part
Structure	S3 lipid droplet cell count max	S3 lipid droplet
CNc1ccccc1C(C)(C)c1cc(-c2ccco2)n[nH]1	nt	?
COc1cc(CNn2c(C)n[nH]c2=S)cc(Cl)c1OCC(=O)NC(C)(C)C	nt	?
Cc1ccc(CCNC(=O)CN(C)S(=O)(=O)c2ccc3c(c2)c(=O)n(C)c(=O)n3C)cc1	nt	?
CCc1cccc(C)c1NC(=O)CN(C)Cc1cccc(F)c1	-3	-1%
COCCn1c(=NC(=O)CSCC(=O)NC2CCCCC2)sc2cc(OC)ccc21	-2	5%
Cc1nn(CC(=O)N(C)C2CCS(=O)(=O)C2)c(C)c1[N+](=O)[O-] (stereo unspecified)	nt	?
COc1cc(/C=N/n2c(SC)nnc(C(C)(C)C)c2=O)ccc1O	nt	?
O=C(NC(Nc1cc(C(F)(F)F)ccc1Cl)C(=O)c1ccccc1)c1ccccc1 (stereo unspecified)	11	-15%

One compound at a time (already shown). Order of values: S3 lipid droplet cell count max | S3 lipid droplet
Record of CCSc1nc(N)c2c3c(sc2n1)CN(C)CC3 → nt | i
Record of CC(=O)Nc1cc(C(=O)N2CCCC2)ccc1S(=O)(=O)c1ccc(Cl)cc1 → 3 | 7%

More entries follow:
Structure	S3 lipid droplet cell count max	S3 lipid droplet
CCCNS(=O)(=O)c1ccc(OCC(=O)OC)cc1	nt	?
Cc1cccc(OCC(=O)Nc2cc(S(=O)(=O)N3CCOCC3)ccc2N2CCCC2)c1C	nt	?
CC(C)(C)OC(=O)C(C(=O)OC(C)(C)C)c1ccc(Cl)nn1	1	7%
CN(Cc1ccccc1)C(=O)C1CCN(S(=O)(=O)c2cccc3nsnc23)CC1	nt	?
CC(NC(=O)C1CCCCC1)C(=O)NC1=NCCS1 (stereo unspecified)	-6.8*	21µM*
N#C/C(=C(/O)COc1cccc2ccccc12)c1nc2ccccc2[nH]1	nt	?
Cc1ccc(CNC(=O)CCc2c(C)nc3ncnn3c2C)cc1	-14	-2%
CNC(C)c1cc(OC)ccc1OC (stereo unspecified)	-3	3%

Structure	S3 lipid droplet cell count max	S3 lipid droplet
Cc1ccc(=O)n(C(C(=O)NCc2ccco2)C(=O)c2ccc(F)cc2)c1 (stereo unspecified)	-13	i
O=C(NC(c1ccccc1)c1ccccc1)N1CCOCC1	nt	?
Cc1cc(C)n(C2=NS(=O)(=O)c3ccccc32)n1	nt	?
O=C(C1=C[C@@H](c2ccc3c(c2)OCO3)C[C@@H](OCc2ccc(CO)cc2)O1)N1CCOCC1	nt	?
CC(C)C(c1nnnn1Cc1cccs1)N1CCN(C2CCCC2)CC1 (stereo unspecified)	nt	?
COc1ccccc1C(=O)N1CCN(c2nc3cc(C)c(C)cc3cc2C#N)CC1	5	-22%
Cc1cc(C)cc(N2C(=O)CC(c3ccccc3)CC2=O)c1	nt	?
Cc1ccccc1C(=O)NC(C(N)=O)P(=O)(OC(C)C)OC(C)C (stereo unspecified)	-15	i

Structure	S3 lipid droplet cell count max	S3 lipid droplet
Cc1ccc(Nc2nc(Cl)nc(NC(C)(C)C)n2)cc1	nt	?
O=C(O)CC1NC(=O)N(c2ccccc2)C1=O (stereo unspecified)	nt	?
NNc1nc2c(-c3cccc(C(F)(F)F)c3)nnn2c2ccccc12	nt	?
CC(C(=O)NCCCc1ccccc1)c1ccc([N+](=O)[O-])cc1 (stereo unspecified)	-27	i
COc1ccc(-c2nc3ccccc3[nH]2)cc1	nt	?
COc1ccc(-c2nnc(-c3ccccc3O)o2)cc1	12	0%
Cc1ccc(SC(C)C(=O)Nc2ccncc2)cc1 (stereo unspecified)	nt	?
O=C(NNC(=S)NC(=O)c1ccccc1[N+](=O)[O-])c1ccccc1Cl	-7	-8%

Structure	S3 lipid droplet cell count max	S3 lipid droplet
S=c1[nH]nc(C2CCCCC2)n1/N=C/c1ccncc1	0	5%
COc1ccc2c(C(=O)CN3CCN(c4ccccc4)CC3)c[nH]c2c1	nt	?
CCC(C)NC(=O)CSc1nc2c(sc3ccccc32)c(=O)n1CCCN1CCOCC1 (stereo unspecified)	nt	?
Cc1noc(/C=C/N(C)C)c1S(=O)(=O)N1CCC(C(=O)O)CC1	nt	?
OC(CNC1CCCCC1)CN1CCN(CC(O)CNC2CCCCC2)CC1 (stereo unspecified)	nt	?
O=C(NC(Cc1ccccc1)C(=O)N1CCN(c2ccccc2O)CC1)c1ccccc1 (stereo unspecified)	nt	?
COc1ccc(CC(=O)NCC(c2ccc(OC)cc2)N(C)C)cc1 (stereo unspecified)	nt	2%
O=C(NCc1ccc2c(c1)OCO2)c1ccc(CN2CCOCC2)cc1	nt	?
CCOC(=O)NNc1ccc2nonc2c1[N+](=O)[O-]	nt	?
